# High-throughput results deposited in PubChem by National Center for Advancing Translational Sciences (NCATS).
# DT40 TDP1 CPT = DT40-hTDP1 cell growth loss with CPT; chicken DT40 Tdp1-/-;hTDP1 cells + 20 nM CPT, ATP luminescence, 48 h; actives 12% (n = 420,000); Potency, µM (doses to about 46.2 µM), for inactives: at the top dose activity change, negative = growth inhibition, hits mostly inhibitors; further: nearly all actives have a fitted effect of over 55% in size
#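 Chicken DT40 Tdp1-/- cells stably complemented with human TDP1 were seeded at 400 cells/well in medium containing 20 nM camptothecin, exposed to pin-transferred compounds, and grown at 37 °C for at least 48 hr. Viability was read as ATP luminescence.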
# KAT2A inh = inhibitors of human GCN5L2 histone acetyltransferase; GCN5L2 HAT assay, ThioGlo1 CoA-SH fluorescence; Potency, µM (doses to about 58.9 µM), for the others: at the highest dose activity change, negative = inhibition, most hits filed as inhibitors; actives 0.21% (n = 390,000); AID 504327
# Target sequence (Q92830 whole entry, looked up): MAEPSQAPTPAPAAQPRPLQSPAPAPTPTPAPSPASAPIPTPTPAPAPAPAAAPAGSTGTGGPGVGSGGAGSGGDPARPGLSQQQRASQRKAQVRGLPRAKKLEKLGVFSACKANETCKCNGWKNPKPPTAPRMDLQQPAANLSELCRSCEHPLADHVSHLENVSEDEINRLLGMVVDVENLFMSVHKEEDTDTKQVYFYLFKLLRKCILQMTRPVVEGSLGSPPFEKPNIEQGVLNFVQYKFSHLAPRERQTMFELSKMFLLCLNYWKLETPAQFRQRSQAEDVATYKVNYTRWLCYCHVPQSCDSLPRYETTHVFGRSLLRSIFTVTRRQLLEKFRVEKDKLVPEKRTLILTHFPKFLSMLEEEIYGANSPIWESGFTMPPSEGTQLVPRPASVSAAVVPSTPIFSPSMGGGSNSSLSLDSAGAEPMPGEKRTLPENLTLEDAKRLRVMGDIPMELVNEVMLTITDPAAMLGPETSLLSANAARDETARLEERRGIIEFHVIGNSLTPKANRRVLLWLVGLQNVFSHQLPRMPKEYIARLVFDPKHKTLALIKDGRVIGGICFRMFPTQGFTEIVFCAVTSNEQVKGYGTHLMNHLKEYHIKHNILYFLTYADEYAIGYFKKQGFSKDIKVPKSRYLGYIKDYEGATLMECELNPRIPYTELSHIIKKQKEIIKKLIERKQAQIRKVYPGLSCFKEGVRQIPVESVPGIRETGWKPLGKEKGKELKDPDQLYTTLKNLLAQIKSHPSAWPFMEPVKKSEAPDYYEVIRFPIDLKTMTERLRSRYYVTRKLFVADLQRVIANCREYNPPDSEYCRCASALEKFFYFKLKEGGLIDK
#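 Fluorescence readout, Ex340nm/Em540nm: ThioGlo1 (50uM final) reacts with free CoA thiol released as 20nM GCN5L2 acetylates H3(1-25) peptide (75uM) using acetyl-CoA (70uM). Compound and enzyme sat 15 min beforehand; 20 min room-temperature reaction.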
# FEN1 inh = inhibitors of human flap endonuclease 1. Recombinant FEN1 flap cleavage, fluorescence, 15 min. Potency, µM (titrated, usually from 114 µM), for the others: at the highest dose activity change, negative = inhibition, hits mostly inhibitors. actives 0.35% (n = 390,000). AID 588795; further: nearly all actives have a fitted effect of over 65% in size
#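 Recombinant FEN1 (10 nM) was preincubated with pin-transferred compounds for 15 min at room temperature, then flap DNA substrate (50 nM final) was added. Plates were read at 0 and 15 min, and normalized concentration–response data were fitted to a four-parameter Hill equation.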
# The depositor's hits bear a star; u = inconclusive; x = not tested or not shown; & = joins results of further samples; [ ] = dose if it differs, or a comment. The call rests on the fitted dose curve; in most records, active means well fitted curve in the direction sought with a large enough effect; inconclusive means small, poorly fitted or top-dose-only effect, or another doubt; inactive means no such curve, though single readings can be large; an effect the other way counts as inactive or inconclusive. On the % scale 0 is the no-effect control and ±100 the full control effect; potency means the concentration at half of the fitted maximal effect.
SMILES,DT40 TDP1 CPT,KAT2A inh,FEN1 inh
CCOC(=O)C1(CCCc2ccccc2)CCN(C(=O)CCOC)CC1,-0.2%,-20.7%,-11.8%
COC(=O)c1cc(NC(=O)Nc2cccc(Cl)c2)ccc1Cl,16.4µM*,-0.8%,-20.3%
Cc1cccc(O)c1C,1.7%,-14.5%,-7.8%
O=C(CSc1nnc2c(n1)[nH]c1ccc(F)cc12)Nc1ccccc1F,-26.0%,0.8%,-9.0%
COc1ccc(CN(C(=O)c2ccco2)c2ccc(C)cc2)cc1OC,u,-2.8%,0.0%
CCn1c(SCC(=O)NC2CC2)nnc1-c1ccccc1OC,6.2%,-2.6%,1.2%
CCOC(=O)C1=C(c2ccccc2)N=C2SCC(=O)N2C1c1ccc(O)c(OC)c1 (stereo not given),-24.8%,-2.4%,-22.6%
O=C(CSc1nc(-c2ccccc2)c(-c2ccccc2)[nH]1)Nc1ccc2c(c1)OCO2,u,-1.6%,1.0%
CCN1C(=O)/C(=C2/C=Cc3ccccc3N2C)OC1=S,-3.6%,-0.2%,-12.3%
CN(C(=O)Nc1cnc2ccccc2c1)c1ccccc1,5.0%,0.5%,-1.8%
Cc1ccc(SCc2ccc(C(=O)Nc3ccccc3C(=O)NC(C)C)cc2)cc1,-0.6%,0.3%,0.0%
CCC(=O)N1CCc2cc(S(=O)(=O)NC(C(=O)NCc3ccccc3Cl)C(C)C)ccc21 (stereo not given),-6.4%,4.6%,4.4%
O=C(Nc1nnc(-c2ccccc2Cl)o1)c1cccnc1,u,-1.8%,1.6%
CC(C)CCn1c(=O)c(C(=O)N/N=C/c2cccc(F)c2)c(O)c2ccccc21,1.3µM*,-5.7%,12.6%
CCOc1ccccc1OCCCC(=O)Nc1cc(S(=O)(=O)N2CCOCC2)ccc1OC,-8.3%,-4.1%,-1.5%
O=C(NCc1ccc2c(c1)OCO2)c1ccncc1,3.0%,-0.4%,-5.5%
CC(=O)C1=C(O)CC(c2ccccc2)CC1=NCCc1c(C)[nH]c2ccc(C)cc12 (stereo not given),u,2.2%,18.3%
CCCC12CN3CC(CCC)(CN(C1)C3c1ccccc1)C2=O (stereo not given),4.11µM*,-9.0%,2.9%
CCOc1ccccc1N1C(=O)CC(Sc2ncccc2C(=O)O)C1=O (stereo not given),0.8%,-8.2%,-6.2%
O=C(CCC1N=C2c3ccccc3N=C(SCC(=O)Nc3ccc(F)cc3)N2C1=O)NCc1ccco1 (stereo not given),-0.1%,1.4%,43.7%
O=C(NCCCCNC(=O)C1CCCC1)C1CCCC1,-12.5%,-16.3%,-5.7%
CC(CN(C)C)C(C)(O)Cc1ccc(Cl)cc1 (stereo not given),-24.8%,-28.7%,x
O=C(CCn1nc(-c2ccc(Cl)cc2)c2ccccc2c1=O)Nc1ccc(OC(F)(F)F)cc1,-24.3%,-13.5%,2.6%
COC(=O)c1ccccc1S(=O)(=O)Oc1ccc(-c2ccc(C(=O)O)cc2)cc1,2.9%,1.0%,7.2%
CCN(CC)S(=O)(=O)c1ccc(-c2nnc(SCC(=O)Nc3ccc(OC)cc3)o2)cc1,-18.5%,-2.1%,9.6%
O=S(=O)(c1ccccc1)c1ncc(C(F)(F)F)cc1Cl,4.11µM*,-7.6%,-16.4%
C=CCn1c(COc2ccc(Cl)cc2)nnc1SCC(=O)c1c(N)n(C)c(=O)n(C)c1=O,0.2%,-8.5%,0.6%
COC(=O)C1=C(C)N(Cc2cccnc2)C(=O)/C1=C\c1sccc1C,-22.9%,-6.5%,-13.0%
CC(C)CN(C)Cc1c(C(=O)N2CCc3ccccc3C2)nc2ccc(Cl)cn12,18.4µM*,-5.1%,7.0%
Cc1cnc2ccc(I)cc2c1/C=C/c1ccc(N(C)C)cc1,u,x,-30.4%
O=C(c1ccncc1)N1CCN(C2CCC(c3ccccc3)CC2)CC1 (stereo not given),4.9%,-11.2%,13.4%
N#Cc1nc(-c2ccccc2)oc1N1CCN(C(=O)c2ccco2)CC1,u,-2.8%,13.1%
CC(C)(C)OC(=O)NOCC(=O)N(Cc1ccccc1)CC(O)COc1ccccc1 (stereo not given),u,-4.1%,11.9%
Cc1ccc(Cn2cc(C(=O)c3ccc(C)cc3)c(=O)c3ccc(C)nc32)cc1,u,-11.5%,6.3%
Cc1ccc(Cn2c(=O)c3c(ncn3C)n(C)c2=O)cc1,-28.2%,-0.3%,0.6%
O=C(NNc1ccc(F)cc1F)c1cccs1,0.9%,x,-10.7%
COc1ccc(C(=O)N2CCC[C@@]3(CCN(C(=O)Nc4cccc(F)c4)C3)C2)cc1,5.8%,-23.0%,x
CCN1C(=O)N(c2ccc(Cl)cc2)C(C)=CC1(C)C,-13.6%,-5.3%,3.1%
C[C@H](NC(=O)Cc1cccc2ccccc12)C(=O)N1CCCN(C)CC1,8.2%,-3.1%,0.7%
Cc1oc2c(Cl)c(Cl)c(O)c(CN(C)C)c2c1C(=O)c1ccc(Cl)cc1,u,-8.7%,9.8%
CC(C)n1nc(C(=O)OCn2nnc3ccccc3c2=O)c2ccccc2c1=O,-16.6%,3.1%,-4.2%
C=CCc1cccc(CNc2nc3ccccc3n2CCC)c1O,u,-7.2%,u
COc1ccc(N2C(S)=C(C#N)C(=O)NC23CCCCC3)cc1,1.9%,-4.8%,14.4%
Cc1cc(C)cc(-n2ccn(CC(=O)c3ccc(F)cc3)c(=O)c2=O)c1,2.6%,-0.4%,9.4%
Cc1ccc(NC(=O)c2cccc(C(F)(F)F)c2)cc1NC(=O)c1[nH]cnc1C(N)=O,11.4%,-4.1%,-2.1%
O=C(c1ccccc1[N+](=O)[O-])N1CCCC(C(=O)N2CCCCCC2)C1 (stereo not given),-2.9%,-0.9%,3.8%
Cc1cccc(C(=O)NNC(=O)CCC(=O)Nc2cccc(Cl)c2C)c1,u,-2.1%,-2.5%
COc1cc2c(cc1OC)C(C(=O)N(C)Cc1ccccc1)C(c1cccnc1)N(C)C2=O (stereo not given),-2.5%,-3.6%,21.3%
CC(=O)OCCN(Cc1ccccc1)Cc1ccc2c(c1)OCO2,-14.8%,-19.5%,-1.8%
OCCN1CCOCCOc2ccccc2OCCOCC1,2.8%,-1.1%,-10.4%
COc1ccc(N2C(=O)CS/C2=C\[N+](=O)[O-])cc1,u,-18.8%,2.7%
O=C(/C=C/c1ccc2c(c1)OCCCO2)c1ccc2ccccc2c1O,u,u,-4.5%
CN1CCN(C(=O)c2ccc(C(C)(C)C)cc2)CC1,3.8%,2.5%,-15.0%
O=C(NCc1cccnc1)/C(=N\O)c1ccccc1,-3.0%,-5.5%,-12.1%
CCN(c1ncnc2c1cnn2-c1cccc(Cl)c1)C1CCCCC1,-29.9%,-6.2%,-1.1%
CC(C)(C)OC(=O)C(Cc1ccc(OC(C)(C)C)cc1)NC(=O)CNC(=O)CNC(=O)OCc1ccccc1 (stereo not given),u,-2.2%,-3.0%
CCOc1cc(C(=O)Nc2ccc(NC(C)=O)cc2)ccc1OCC(=O)N1CCCCC1,-5.8%,-2.6%,-1.9%
COc1ccc(C(C)(C)C)cc1NC(=O)COC(=O)c1cc(SC)ccc1Cl,-3.7%,-5.3%,-2.8%
CCCc1c(C(=O)OCC)sc(N)c1C#N,3.5%,1.3%,16.3%
COc1ccc(-n2c(=O)c(-c3cccs3)nc3cnc(Nc4cccc(OC)c4)nc32)cc1,-14.8%,-7.8%,x

# Quoted at random: 4 records from the list.
SMILES,DT40 TDP1 CPT,KAT2A inh,FEN1 inh
CN1CCN(C(=O)c2ccc(C(C)(C)C)cc2)CC1,3.8%,2.5%,-15.0%
Cc1cccc(C(=O)NNC(=O)CCC(=O)Nc2cccc(Cl)c2C)c1,u,-2.1%,-2.5%
O=C(/C=C/c1ccc2c(c1)OCCCO2)c1ccc2ccccc2c1O,u,u,-4.5%
COc1ccc(N2C(S)=C(C#N)C(=O)NC23CCCCC3)cc1,1.9%,-4.8%,14.4%

# The listing continues.
SMILES,DT40 TDP1 CPT,KAT2A inh,FEN1 inh
CC(=O)CCc1c(C)[nH]c2ccccc2c1=O,-18.7%,2.6%,-2.8%
COc1ccccc1NC(=O)C1CCN(c2ncccn2)CC1,-5.3%,-3.3%,-3.9%
CCCCOc1ccc(NC(=O)C(=O)NCCC2=CCCCC2)cc1,-12.8%,-0.3%,-1.8%
O=C1Cc2cc(S(=O)(=O)N3CCCCC3)ccc2N1,-12.8%,3.7%,-4.2%
CCc1ccc(NC(=O)CSc2nc(CSc3ccc(C)cc3)cc(=O)[nH]2)cc1,-14.1%,-4.7%,3.9%
CC(Sc1nc(N)cc(=O)[nH]1)C(=O)Nc1nc2c(s1)CCCC2 (stereo not given),-15.0%,-2.5%,3.9%
Cc1ccc2cc(C)c(SCC(=O)NCc3ccco3)nc2c1,-23.7%,-10.1%,2.2%
COc1cccc(NC(=O)c2ccccc2OCc2c(C)noc2C)c1,u,-3.9%,-1.6%
COCCN(C(=O)COC(=O)c1ccc(C)o1)c1c(N)n(Cc2ccccc2)c(=O)[nH]c1=O,-0.9%,-6.7%,-4.4%
COc1cccc(-c2c(-c3cc(OC)cc(OC)c3)n(C)c3ccc(-c4cccc5[nH]ccc45)cc23)c1,u,-11.9%,13.8%
Cc1ccc(-c2nc(CS(=O)CC(=O)N3CCN(c4ncccn4)CC3)c(C)o2)cc1 (stereo not given),u,-5.5%,13.1%
COc1ccc(N(CC(=O)Nc2ccc(C)c(C)c2)S(=O)(=O)c2c(C)n[nH]c2C)cc1,u,1.5%,-12.6%
COc1cccc(N2CC(O)Cn3c2nc2c3c(=O)n(CCCc3ccccc3)c(=O)n2C)c1 (stereo not given),11.6µM*,-12.6%,-0.5%
Cc1cccc(C)c1N(CC(O)Cn1c2ccccc2c2ccccc21)S(C)(=O)=O (stereo not given),u,-25.1%,-7.5%
CCCCOc1ccc(C(=O)NCC(=O)NNC(=O)C2COc3ccccc3O2)cc1 (stereo not given),-9.0%,-6.8%,14.1%
O=C(Nc1cccc(C(F)(F)F)c1)c1ccc(N2CCNCC2)c([N+](=O)[O-])c1,14.6µM*,-2.1%,-5.8%
CN(C)CCOC(c1ccc(Cl)cc1)c1ccccn1 (stereo not given),u,12.6%&8.8%&-1.3%,43.8%&20.7%[activator]
Cc1ccc(-c2ccc(C(=O)NCc3ccccc3)o2)c2ccccc12,23.1µM*,-8.3%,-21.2%
NC(=O)c1cc([N+](=O)[O-])c(Cl)cc1NCc1ccncc1,u,-3.1%,-8.0%
CC1=CC(C)(C)NC(=S)N1c1ccc([N+](=O)[O-])cc1,29.1µM*,x,-4.3%

# Part of the list above in order of number of heavy atoms, rising:
SMILES,DT40 TDP1 CPT,KAT2A inh,FEN1 inh
CN(C)CCOC(c1ccc(Cl)cc1)c1ccccn1 (stereo not given),u,12.6%&8.8%&-1.3%,43.8%&20.7%[activator]
COc1cccc(NC(=O)c2ccccc2OCc2c(C)noc2C)c1,u,-3.9%,-1.6%
O=C(Nc1cccc(C(F)(F)F)c1)c1ccc(N2CCNCC2)c([N+](=O)[O-])c1,14.6µM*,-2.1%,-5.8%
COCCN(C(=O)COC(=O)c1ccc(C)o1)c1c(N)n(Cc2ccccc2)c(=O)[nH]c1=O,-0.9%,-6.7%,-4.4%

# Remaining list, next part:
SMILES,DT40 TDP1 CPT,KAT2A inh,FEN1 inh
CCOC(=O)c1ccc(NS(=O)(=O)c2cc3c4c(c2)CCN4C(=O)CC3)cc1,u,-15.8%,0.9%
O=C(O)Cn1c(=O)c2cccn2c2ccccc21,6.8%,10.3%,-5.0%
CCN(CC)C(=O)c1cccc(NC(=O)C2CCN(C(=O)c3cccs3)CC2)c1,-18.4%,0.6%,30.2%
Cc1ccsc1C(=O)NNC(=O)C1C2C=CC(C2)C1C(=O)O (stereo not given),1.6%,-1.3%,-0.8%
Cc1ccc(C(=O)CN2C(=O)c3ccccc3S2(=O)=O)cc1,27.7%,-6.4%,-6.5%
COc1ccc(-c2nc3c(C#N)c[nH]n3c2NC2CCCCC2)c(OC)c1,u,-9.5%,-18.6%
COc1cccc(CNC(=O)CN2C(=O)CSc3ccc(S(=O)(=O)N(C)C)cc32)c1,u,-1.8%,-7.4%
O=C(CCCCCn1nnc2ccccc2c1=O)Nc1ccccc1F,6.4%,21.2%,-5.2%
CC(C(=O)NC(=O)NCc1ccccc1)N1C(=O)c2ccccc2C1=O (stereo not given),5.9%,-0.4%,-14.3%
CN(Cc1ccco1)c1cc(-c2ccc3c(c2)OCO3)ncn1,-21.4%,28.2µM*,x
COc1ccc(OCC(=O)NCCCCCCNC(=O)COc2ccc(OC)cc2)cc1,-19.2%,0.1%,12.7%
COc1cc2c[n+](C)c3c4ccccc4ccc3c2cc1OC,1.03µM*,x,6.31µM*
O=[N+]([O-])c1ccc(Oc2ccc(OCc3ccccc3)cc2)nc1,-1.6%,0.6%,0.3%
Cc1cc(C)c(NC(=O)c2sc3nc(C)cc(C)c3c2N)c(C)c1,x,-3.1%,-4.7%

# Not all compounds are listed (hit frequency here may not be typical).
